Bioassay records as filed in PubChem.
Insulin prom up: MIN6 insulin promoter up-regulation; MIN6 insulin promoter-GFP reporter, high-content imaging; hits give high values; z-score at 5 µM; actives 0.3% (n = 190,000); AID 1625;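 active means z-score above 3 at 5 µM with at least 500 cells counted in the well; inconclusive means wells under 500 cells, flagged as cytotoxic or low count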
Myeloid diff 2: myeloid differentiation induction | ER-HoxA9 myeloid progenitors, lysozyme-GFP differentiation, flow cytometry | actives 1% (n = 360,000) | AID 624256 | calls only at 10 µM;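 active means normalized GFP-positive differentiation at or above the plate's own cutoff, the solvent-only control mean plus 3 SD; inconclusive means no clear call, values can overlap the other calls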;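 further: cells exposed to compound for four days before flow analysis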
Autophagy HCS: autophagy modulation, high-content screen | calls only at 10 µM (by protocol) | MEF GFP-LC3 puncta imaging; test concentration mostly 10 µM | actives 0.98% (n = 190,000);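 active means percentage of spot-positive cells more than 3 SD above its plate mean, without a fluorescence outlier flag or 80% toxicity; inconclusive means no clear call, values can overlap the other calls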;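 further: spot-positive cell cutoff set from DMSO-treated cells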
b-catenin transl: beta-catenin nuclear translocation modulation | nuclear translocation activity, % at 5 µM | actives 0.3% (n = 190,000) | HeLa beta-catenin nuclear translocation, immunofluorescence imaging | AID 1665;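 active means nuclear translocation activity above 50% at 5 µM, with a well cell count of 50 or more; inconclusive means wells under 50 cells across six images, flagged as toxic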;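 further: per-cell ratio of nuclear to cytoplasmic median beta-catenin stain intensity; plate controls were DMSO negative control for no effect and GSK-3 inhibitor IX positive control for full effect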
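assay system = human HeLa cells, endogenous beta-catenin | times = compound treatment 24 h, 37°C, 5% CO2 | detection = Anti-beta-catenin immunofluorescence on PFA-fixed, Triton-permeabilized cells, DAPI nuclei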
T cell modulator: T cell immune modulation candidate. AID 2052. calls only at 7 µM. 2C CD8+ T cell-vesicle binding, flow cytometry; hits give low values. actives 0.068% (n = 330,000);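 active means response, share of CD8 T cells binding vesicles, and their 90th percentile fluorescence all below set limits, cut at about 80% in these data, passing the limit was not always enough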
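Benchmarks: naked versus QL9-loaded vesicles / Assay system: purified 2C TCR transgenic mouse naive CD8+ T cells / Technique: high-throughput flow cytometry with anti-B7-1 and anti-CD8 staining / Timing: Cell–vesicle co-incubation 1.5 h at 37 °C, staining 20 min on ice / Read-out: percent CD8+ FL2 mean versus row control / Probe or stimulus: QL9-loaded Drosophila micro-vesicles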
Hep lipid drop: modulators of hepatic lipid droplet formation; inhibition, % at 6.5 µM; AML12 mouse hepatocytes, oleate lipid droplets, BODIPY imaging; actives 0.4% (n = 240,000);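 active means lipid droplet intensity inhibited by at least 50%, with more than 500 cells counted; inconclusive means wells with under 300 cells, treated as cytotoxic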
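Test system: AML12 mouse liver cells; schedule: overnight exposure; technique: high-content imaging of BODIPY-stained droplets and DAPI nuclei; read-out: % inhibition of corrected integrated BODIPY droplet signal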
WT yeast gro inh: growth inhibition of WT yeast, mitochondrial fusion screen. AID 1362. mitochondrial fusion phenotypic screen, WT strain. actives 2.1% (n = 190,000). inhibition, % at 10 µM; in the data active means inhibition above about 58%; tested in S. cerevisiae
MT stabilize HCS: microtubule stabilization, imaging screen | actives 0.83% (n = 200,000) | % tubulin-high responders, % at 10 µM | HeLa tubulin immunostaining HCS, 24 h; share of cells brighter than vehicle mean+2SD;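 active means plate Z-score above 3 for both tubulin-high and condensed-nucleus cell shares, with cell loss under 80%, at 10 µM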;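 further: anti alpha tubulin signal scored within the nucleus-defined area of each cell; some results filed as inactive read as strong as hits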
West Nile virus CPE: West Nile virus antiviral activity, cell-based, CPE readout (AID 1621); West Nile virus-infected cells, CPE inhibition; higher % means a stronger effect; CPE inhibition, % at 10 µM; hits with a dose series show IC50 in µM; actives 0.02% (n = 290,000); in the data active means a potency from the dose series; inconclusive means CPE inhibition mostly from about 3.7% at the one dose, without a potency; inactive means the rest, 99 in 100 with CPE inhibition below about 2.2%; further: strong numbers were not always called active
WT yeast gro inh mutant strain: also measured in WT yeast gro inh; calls as there; inhibition, %; mitochondrial fusion phenotypic screen, mutant strain inhibition
Insulin prom up cell count: recorded beside Insulin prom up, whose call it bears; cell count; measured here: cytotoxicity, nuclei count;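 total cells summed across four imaged fields per well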
Hep lipid drop cells 6.5 µM: further read-out of Hep lipid drop, marked with its call; cell count; measured here: cell count, cytotoxicity flag;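 cells counted across two imaged fields per well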
b-catenin transl cell count 5 µM: also measured in b-catenin transl; calls as there; cell count; measured here: cell count, cytotoxicity flag
T cell modulator vesicle-bound %: recorded beside T cell modulator, whose call it bears; double positive events, %; measured here: CD8+ vesicle-bound cell fraction;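 binding gate set so that unloaded-vesicle control wells show 10% double positive cells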
MT stabilize HCS Hoechst-high %: further read-out of MT stabilize HCS, marked with its call; % Hoechst-high responders; measured here: nuclear condensation Hoechst responders;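 share of cells brighter than vehicle mean plus two SD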
MT stabilize HCS cytotoxicity %: further read-out of MT stabilize HCS, marked with its call; toxicity, %; measured here: cytotoxicity by cell density;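 0% = mean cell density of plate MIN control wells and 100% = no cells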
Autophagy HCS cell loss 18 h: second read-out of Autophagy HCS, no call of its own (marks repeat the call); toxicity, %; measured here: cell loss, nuclei count;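 cell loss after 18 h compound exposure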
Myeloid diff 2 GFP+ MAC1+ %: also measured in Myeloid diff 2; calls as there; GFP+ MAC1+ double positive, %; measured here: differentiation confirmed by MAC1 staining
* = called active by the depositor.

How did Cc1ccc(C(c2nnnn2C2CCCCC2)N(C)C2CCCCC2)cc1 (stereo unspecified) do in these assays?
Insulin prom up: -0.2; Myeloid diff 2: inactive; Autophagy HCS: inactive; b-catenin transl: -2.1; T cell modulator: inactive; Hep lipid drop: -32; WT yeast gro inh: 81*; MT stabilize HCS: 0.7; West Nile virus CPE: -1.0%; WT yeast gro inh mutant strain: 67*; Insulin prom up cell count: 881; Hep lipid drop cells 6.5 µM: 809; b-catenin transl cell count 5 µM: 1052; T cell modulator vesicle-bound %: 3; MT stabilize HCS Hoechst-high %: 0.5; MT stabilize HCS cytotoxicity %: 10.0; Autophagy HCS cell loss 18 h: 2; Myeloid diff 2 GFP+ MAC1+ %: 1.8

What do the screens show for `COc1ccc(/C=N/NC(=S)NC2CCS(=O)(=O)C2)cc1OC` (stereo unspecified)?
Insulin prom up: 0.75; Myeloid diff 2: inactive; Autophagy HCS: inactive; b-catenin transl: -0.7; T cell modulator: inactive; WT yeast gro inh: -5; MT stabilize HCS: 1.8; West Nile virus CPE: 0.1%; WT yeast gro inh mutant strain: 6; Insulin prom up cell count: 1589; b-catenin transl cell count 5 µM: 1401; T cell modulator vesicle-bound %: 56; MT stabilize HCS Hoechst-high %: 0.9; MT stabilize HCS cytotoxicity %: 6.8; Autophagy HCS cell loss 18 h: -14; Myeloid diff 2 GFP+ MAC1+ %: 7.6

How did O=C(Nc1cc(F)ccc1F)C1CCCN1S(=O)(=O)c1cccc2nsnc12 (stereo unspecified) do in these assays?
Myeloid diff 2: inactive; T cell modulator: inactive; Hep lipid drop: -16; West Nile virus CPE: -0.3%; Hep lipid drop cells 6.5 µM: 665; T cell modulator vesicle-bound %: 16; Myeloid diff 2 GFP+ MAC1+ %: 6.2

How did CN(CC(=O)N1CCCC1)S(=O)(=O)c1ccc2ccccc2c1 do in these assays?
Insulin prom up: 0.35; Myeloid diff 2: inactive; Autophagy HCS: inactive; b-catenin transl: 0.1; T cell modulator: inactive; Hep lipid drop: 4; WT yeast gro inh: -18; MT stabilize HCS: 1.7; West Nile virus CPE: -0.9%; WT yeast gro inh mutant strain: -5; Insulin prom up cell count: 1506; Hep lipid drop cells 6.5 µM: 676; b-catenin transl cell count 5 µM: 1476; T cell modulator vesicle-bound %: 50; MT stabilize HCS Hoechst-high %: 1.7; MT stabilize HCS cytotoxicity %: 8.6; Autophagy HCS cell loss 18 h: 2; Myeloid diff 2 GFP+ MAC1+ %: 0.3

What do the screens show for `O=C(Cc1cccs1)Nc1nnc(SCC(=O)NC2CCCCC2)s1`?
Insulin prom up: 0.08; Myeloid diff 2: inactive; Autophagy HCS: inactive; b-catenin transl: -3.7; T cell modulator: inactive; WT yeast gro inh: 37; MT stabilize HCS: 3.6; West Nile virus CPE: -0.7%; WT yeast gro inh mutant strain: 31; Insulin prom up cell count: 1253; b-catenin transl cell count 5 µM: 970; T cell modulator vesicle-bound %: 14; MT stabilize HCS Hoechst-high %: 3.0; MT stabilize HCS cytotoxicity %: 14; Autophagy HCS cell loss 18 h: 2; Myeloid diff 2 GFP+ MAC1+ %: 0.4

Results for Clc1ccc(-c2ccn[nH]2)cc1 ?
Insulin prom up: 1.4; Myeloid diff 2: inactive; Autophagy HCS: inactive; b-catenin transl: -1.3; T cell modulator: inactive; Hep lipid drop: -40; WT yeast gro inh: -5; MT stabilize HCS: 2.5; West Nile virus CPE: 0.6%; WT yeast gro inh mutant strain: 7; Insulin prom up cell count: 1166; Hep lipid drop cells 6.5 µM: 756; b-catenin transl cell count 5 µM: 1057; T cell modulator vesicle-bound %: 7; MT stabilize HCS Hoechst-high %: 2.7; MT stabilize HCS cytotoxicity %: 6.0; Autophagy HCS cell loss 18 h: -2; Myeloid diff 2 GFP+ MAC1+ %: 0.3

Results for COc1cccc(CNC(=O)C2CCN(S(=O)(=O)c3ccc4c(c3)NC(=O)C(C)S4)CC2)c1 (stereo unspecified) ?
Myeloid diff 2: inactive; T cell modulator: inactive; Hep lipid drop: 16; West Nile virus CPE: 0.0%; Hep lipid drop cells 6.5 µM: 723; T cell modulator vesicle-bound %: 18; Myeloid diff 2 GFP+ MAC1+ %: 1.6

What do the screens show for `Cc1nc2[nH]c(=O)c3c(n2n1)NC1=C(C(=O)CC(C)(C)C1)C3c1ccc(F)cc1` (stereo unspecified)?
Insulin prom up: -1; Myeloid diff 2: inactive; Autophagy HCS: inactive; b-catenin transl: -1.4; T cell modulator: inactive; WT yeast gro inh: -15; MT stabilize HCS: 6.2; West Nile virus CPE: 0.7%; WT yeast gro inh mutant strain: 4; Insulin prom up cell count: 981; b-catenin transl cell count 5 µM: 1229; T cell modulator vesicle-bound %: 10; MT stabilize HCS Hoechst-high %: 2.1; MT stabilize HCS cytotoxicity %: 0.9; Autophagy HCS cell loss 18 h: -45; Myeloid diff 2 GFP+ MAC1+ %: 1.0

What do the screens show for `CCCc1nc2ccccc2c(=O)n1-c1ccc(C(=O)OCC)cc1`?
Insulin prom up: -0.1; Myeloid diff 2: inactive; Autophagy HCS: inactive; b-catenin transl: -0.1; T cell modulator: inactive; Hep lipid drop: 7; WT yeast gro inh: 17; MT stabilize HCS: 1.9; West Nile virus CPE: -0.9%; WT yeast gro inh mutant strain: 11; Insulin prom up cell count: 1012; Hep lipid drop cells 6.5 µM: 749; b-catenin transl cell count 5 µM: 1517; T cell modulator vesicle-bound %: 48; MT stabilize HCS Hoechst-high %: 1.6; MT stabilize HCS cytotoxicity %: 1.7; Autophagy HCS cell loss 18 h: 6; Myeloid diff 2 GFP+ MAC1+ %: 0.4

Results for Cc1nn(C)c(C)c1NS(=O)(=O)c1ccc(N2CCCC2=O)cc1 ?
Insulin prom up: 0.2; Myeloid diff 2: inactive; Autophagy HCS: inactive; b-catenin transl: 5.3; T cell modulator: inactive; Hep lipid drop: 4; WT yeast gro inh: -9; MT stabilize HCS: 6.1; West Nile virus CPE: -1.6%; WT yeast gro inh mutant strain: -8; Insulin prom up cell count: 1278; Hep lipid drop cells 6.5 µM: 683; b-catenin transl cell count 5 µM: 899; T cell modulator vesicle-bound %: 58; MT stabilize HCS Hoechst-high %: 6.2; MT stabilize HCS cytotoxicity %: 21; Autophagy HCS cell loss 18 h: -3; Myeloid diff 2 GFP+ MAC1+ %: 0.2

Results for CCCNc1nc(C)cc(-c2cc(-c3ccc(Cl)cc3)on2)n1 ?
Insulin prom up: -0.63; Myeloid diff 2: inactive; b-catenin transl: 0.4; T cell modulator: inactive; Hep lipid drop: 7; West Nile virus CPE: 0.0%; Insulin prom up cell count: 965; Hep lipid drop cells 6.5 µM: 670; b-catenin transl cell count 5 µM: 1382; T cell modulator vesicle-bound %: 45; Myeloid diff 2 GFP+ MAC1+ %: 2.3

How did CCc1ccc(NC(=O)CNC(=O)c2nn(-c3ccc(OC)cc3)c(=O)c3ccccc23)cc1 do in these assays?
Myeloid diff 2: inactive; T cell modulator: inactive; Hep lipid drop: 5; West Nile virus CPE: -0.3%; Hep lipid drop cells 6.5 µM: 737; T cell modulator vesicle-bound %: 10; Myeloid diff 2 GFP+ MAC1+ %: 0.2

Results for COc1ccc(N2CC(C(=O)N[C@@H](CC(C)C)C(=O)NC3CCCC3)CC2=O)cc1 (stereo partly specified) ?
Myeloid diff 2: inactive; T cell modulator: inactive; Hep lipid drop: -3; West Nile virus CPE: -0.4%; Hep lipid drop cells 6.5 µM: 703; T cell modulator vesicle-bound %: 43; Myeloid diff 2 GFP+ MAC1+ %: 1.8

How did CCCn1c(O)c(N=NC(=O)CNC(=O)c2ccncc2)c2ccccc21 do in these assays?
Myeloid diff 2: inconclusive; T cell modulator: inactive; Hep lipid drop: -4; West Nile virus CPE: 0.1%; Hep lipid drop cells 6.5 µM: 660; T cell modulator vesicle-bound %: 65

Results for O=C1COc2ccc3ccccc3c21 ?
Myeloid diff 2: inactive; T cell modulator: inactive; Hep lipid drop: 28; West Nile virus CPE: -0.1%; Hep lipid drop cells 6.5 µM: 702; T cell modulator vesicle-bound %: 64; Myeloid diff 2 GFP+ MAC1+ %: 2.1

Results for O=C1CS/C(=N/N=C/c2ccccc2)N1c1ccc(O)cc1 ?
Myeloid diff 2: inactive; T cell modulator: inactive; Hep lipid drop: -11; West Nile virus CPE: 0.2%; Hep lipid drop cells 6.5 µM: 825; T cell modulator vesicle-bound %: 62; Myeloid diff 2 GFP+ MAC1+ %: 0.5

What do the screens show for `N#C/C(=C\c1cn[nH]c1-c1ccc(Cl)cc1)C(=O)NC1CC1`?
Insulin prom up: -0.92; Myeloid diff 2: inactive; Autophagy HCS: inactive; b-catenin transl: -2.5; T cell modulator: inactive; Hep lipid drop: 14; WT yeast gro inh: -1; MT stabilize HCS: 2.5; West Nile virus CPE: 0.0%; WT yeast gro inh mutant strain: 10; Insulin prom up cell count: 1219; Hep lipid drop cells 6.5 µM: 689; b-catenin transl cell count 5 µM: 1007; T cell modulator vesicle-bound %: 35; MT stabilize HCS Hoechst-high %: 1.9; MT stabilize HCS cytotoxicity %: 4.7; Autophagy HCS cell loss 18 h: -3; Myeloid diff 2 GFP+ MAC1+ %: 0.1

What do the screens show for `COc1cccc(OCC(=O)NNC(=O)C(=O)Nc2cccc(C)c2)c1`?
Myeloid diff 2: inactive; T cell modulator: inactive; Hep lipid drop: 15; West Nile virus CPE: 0.2%; Hep lipid drop cells 6.5 µM: 685; T cell modulator vesicle-bound %: 11; Myeloid diff 2 GFP+ MAC1+ %: 0.2
